# Screens: PubChem BioAssay, several laboratories
# DUSP3 inh: blocks human VHR1 dual specificity phosphatase. P51452. recombinant VHR phosphatase, pNPP absorbance. inhibition, % at 13.3 µM. 290,000 compounds, 0.52% hits; in the data active means inhibition above about 50%; further: some compounds called inactive have numbers as strong as hits
# Target sequence (P51452 whole entry, looked up): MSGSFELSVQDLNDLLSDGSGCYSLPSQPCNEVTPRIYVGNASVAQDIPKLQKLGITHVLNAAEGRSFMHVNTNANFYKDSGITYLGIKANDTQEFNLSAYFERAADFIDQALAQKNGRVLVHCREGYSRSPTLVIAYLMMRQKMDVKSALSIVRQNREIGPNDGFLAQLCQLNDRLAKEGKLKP
# Anthrax LF inh2: blocks Bacillus anthracis lethal factor protease; multiplex microsphere protease cleavage assay, LF; 360,000 compounds, 0.12% hits; inhibition, % at 10 µM; AID 588501; further: plate controls were buffer without enzyme for full effect and enzyme alone for no effect
# PrPC TRFRET: reduces human prion protein on the cell surface | P04156 | cell surface PrPC, TR-FRET read-out | inhibition, % at 13.8 µM | 370,000 compounds, 0.43% hits | AID 720596; in the data active means inhibition above about 24%; further: 0% = median of the test wells and 100% = reference compound wells
# PriA SSB inh: inhibitors of Klebsiella pneumoniae PriA binding to SSB C-terminal tail. AlphaScreen SSBct-PriA binding, biotinylated peptide. AID 1272365. inhibition, % at 33 µM. 430,000 compounds, 0.6% hits; in the data active means inhibition mostly above about 37%, no sharp cut-off; inactive means mostly below about 20%;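 further: plate controls were negative control peptide for no effect and reference peptide for full effect; strong numbers were not always called active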
# MazF activator: increases E. coli MazEF RNase cleavage of RNA; P0AE70; FAM/BHQ RNA-DNA oligo cleavage fluorescence, 5 h; activation, % at 20 µM; 350,000 compounds, 0.32% hits; in the data active means activation above about 50%
# Target sequence (P0AE70 whole entry, looked up): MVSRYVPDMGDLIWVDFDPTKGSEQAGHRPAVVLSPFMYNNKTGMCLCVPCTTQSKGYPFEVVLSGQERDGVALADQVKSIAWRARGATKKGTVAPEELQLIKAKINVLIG
# 3CLpro inhibitor: SARS-CoV 3CLpro protease inhibition; 290,000 compounds, 0.14% hits; P0C6X7; inhibition, % at 6 µM; recombinant SARS-CoV 3CLpro, quenched FRET peptide cleavage; in the data active means inhibition above about 12%
# Rv3671c inh: inhibits the M. tuberculosis serine protease Rv3671c; inhibition, % at 5.96 µM; P9WHR9; 320,000 compounds, 0.048% hits; AID 2606; in the data active means inhibition above about 38%;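 further: extracellular domain of Rv3671c used as enzyme; 0% = enzyme with DMSO and 100% = no enzyme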
# Target sequence (P9WHR9 whole entry, looked up, the tested form may be a part): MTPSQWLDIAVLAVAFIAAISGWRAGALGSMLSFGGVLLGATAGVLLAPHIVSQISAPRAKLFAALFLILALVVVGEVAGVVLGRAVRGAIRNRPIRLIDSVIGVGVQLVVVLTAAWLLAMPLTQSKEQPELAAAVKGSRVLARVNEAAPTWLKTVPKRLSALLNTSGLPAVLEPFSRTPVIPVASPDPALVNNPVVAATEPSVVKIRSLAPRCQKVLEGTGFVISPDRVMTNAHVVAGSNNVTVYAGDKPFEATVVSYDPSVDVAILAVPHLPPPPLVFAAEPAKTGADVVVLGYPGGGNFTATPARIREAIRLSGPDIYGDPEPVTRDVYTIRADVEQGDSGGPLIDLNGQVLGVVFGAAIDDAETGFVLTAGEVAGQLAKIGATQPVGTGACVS
# BoNT A protease: blocks Botulinum neurotoxin A light chain protease; multiplex microsphere protease substrate cleavage, flow cytometry; inhibition, % at 10 µM; 360,000 compounds, 0.17% hits; further: plate controls were buffer without enzyme for full effect and enzyme alone for no effect
# CCHFV vOTU inh: blocks the CCHF virus ovarian tumor domain protease. AID 651958. inhibition, % at 11.5 µM. CCHFV vOTU protease, Pep-AMC fluorescence. 370,000 compounds, 0.55% hits; in the data active means inhibition above about 30%; further: 0% = vehicle wells with enzyme and 100% = no enzyme wells
# BoNT-F LC inh: inhibitors of Botulinum neurotoxin F light chain protease; Multiplex microsphere protease cleavage assay, flow cytometry; inhibition, % at 10 µM; 360,000 compounds, 0.22% hits; in the data active means inhibition above about 35%, passing the limit was not always enough; inconclusive means no clear call, values can overlap the other calls; further: plate controls were buffer without enzyme for full effect and enzyme alone for no effect
# * marks the source's active call; other numbers are inactive results; ? = inconclusive; nt = no result given. Unless noted, no stated cut-off is given here; in the data, active means inhibition above about 30%; inconclusive means no clear call, values can overlap the other calls; inactive means below that.
SMILES,DUSP3 inh,Anthrax LF inh2,PrPC TRFRET,PriA SSB inh,MazF activator,3CLpro inhibitor,Rv3671c inh,BoNT A protease,CCHFV vOTU inh,BoNT-F LC inh
Cc1ccc(C(=O)Oc2coc(CSc3nnc(NC(=O)C4CC4)s3)cc2=O)cc1,25,-1,-2,-26,11,0,-2,30*,-11,0
NC(=O)c1cccc(Nc2nc(C(N)CCc3ccccc3)cs2)n1 (centres undefined),nt,-5,1,nt,nt,nt,nt,-0.1,7,-6
Cn1cncc1C#Cc1ccc2cc(CCO)oc(=O)c2c1,nt,6,-10,-1,7,nt,12,0.0,-7,5
CS(=O)(=O)N1CCCC(C(=O)c2cccc(Cl)c2)C1 (centres undefined),8,-6,1,-21,8,1,-4,0.8,-10,-3
CCC(C)N(C(=O)c1csnn1)C(C(=O)NCc1ccc(F)cc1)c1ccccc1 (centres undefined),15,-1,2,1,2,-2,-12,-2.1,-3,6
CN1C(=O)c2ccccc2N(C)C1c1ccc(F)cc1 (centres undefined),9,-12,0,-16,4,2,nt,-8.0,-121,-50
CCCCNC(=O)C1(C)CCC(=O)N1C1CCN(Cc2ccccc2)CC1 (centres undefined),nt,-3,-9,nt,nt,nt,nt,0.0,7,-5
NCCc1ccc(S(=O)(=O)F)cc1,nt,-1,7,0,11,nt,2,0.5,3,6
CC(C)(Oc1ccc(Cl)cc1)C(=O)NCc1ccncc1,-1,-4,-5,-10,0,0,6,-0.4,-6,-1
C=C(C)c1cccc(C(C)(C)NC(=O)Nc2nncs2)c1,17,5,-4,-2,10,-3,-4,-0.1,10,-4
COc1ccc(CN(C2CCCC2)S(=O)(=O)c2ccc(-n3cnnn3)c(OC)c2)cc1OC,-1,4,-4,-13,3,2,-1,0.3,-2,-6
CC(OC(=O)CNC(=O)C1CCCCC1)C(=O)NCc1ccccc1 (centres undefined),nt,9,0,-10,0,nt,2,0.5,-16,-4
CC1(C)CC(=O)/C(=C\c2cccc([N+](=O)[O-])c2)C(C)(C)N1,-2,-2,-22,-11,6,-1,0,-0.3,-4,1
C/C(CC(=O)Nc1ccccc1C#N)=N\NC(=O)c1ccncc1,26,-1,2,nt,4,3,-1,-3.5,8,1
O=C1CC(c2ccc(S(=O)(=O)N3CCCCC3)cc2)CN1 (centres undefined),3,5,0,0,2,-1,4,0.2,8,-7
CC(=O)Nc1ccc(C=NNc2ccc([N+](=O)[O-])cc2S(=O)(=O)Nc2ccccc2C(=O)O)cc1,nt,-6,-2,-13,3,nt,-6,0.0,24,0
CCOC(=O)NCc1ccc2[nH]c(C)cc2c1,21,16,-5,27,1,-7,1,25,4,-20
CC1(C)CC(=O)C(C=NCCO)=C(O)C1,9,-1,0,7,0,4,9,0.1,13,-9
CCOC(=O)C1CCN(C(=O)c2ccc(NC(=O)C3CCCO3)cc2)CC1 (centres undefined),0,-4,-3,-5,4,6,9,-0.7,-9,-2
O=C(CCC(=O)N1CCOc2ccccc21)N1CCOCC1,10,-5,-5,-7,-2,2,3,-0.6,-3,-16
Cc1cc(NC(=O)C(C)SCC(=O)OC(C)C(=O)Nc2ccc(F)cc2Cl)no1 (centres undefined),nt,-3,1,-17,1,nt,0,1.0,-1,10
O=C1Cc2cc(S(=O)(=O)N3CCN(c4ccccc4)CC3)ccc2N1,25,-2,-7,3,12,0,-10,-1.4,4,-21
Cc1csc(NC(=O)C(C)Oc2ccc(Br)cc2)n1 (centres undefined),nt,-1,8,-23,-6,nt,-3,-8.9,6,-1
CCCC(C)C(=O)Nc1nc(C)c(-c2csc(Nc3ccccc3OC)n2)s1 (centres undefined),20,-5,0,10,2,1,-8,-0.2,13,-6
CN(Cc1ccccc1)S(=O)(=O)c1ccc2c(c1)n(C)c(=O)c(=O)n2C,17,-8,7,-3,-2,2,9,-0.7,7,3
# More structures follow:
SMILES,DUSP3 inh,Anthrax LF inh2,PrPC TRFRET,PriA SSB inh,MazF activator,3CLpro inhibitor,Rv3671c inh,BoNT A protease,CCHFV vOTU inh,BoNT-F LC inh
COc1ccc(C2=NN(C(=O)CSc3nc4ccccc4s3)C(c3ccc(F)cc3)C2)cc1 (centres undefined),23,0,-5,-10,-19,-4,-1,1.0,-5,1
COC(=O)Nc1ccc(S(=O)(=O)NNC(=O)c2c(O)c3ccccc3n(C)c2=O)cc1,-18,0,3,-5,4,-1,-15,-0.6,4,-8
CS(=O)(=O)c1cccc(C(=O)NCc2ccc(F)cc2)c1,13,-5,-2,-15,1,0,0,-0.1,-3,-5
O=[N+]([O-])c1ccc(C(S(=O)(=O)Cc2ccccc2)S(=O)(=O)Cc2ccccc2)cc1,nt,-1,8,nt,3,nt,nt,0.1,6,-3
Cc1ccc(NS(=O)(=O)c2ccc(-c3coc(C)n3)cc2)c(C)c1,-6,-2,11,6,0,-1,-4,1.4,9,2
CSCC[C@H](NC(=O)c1ccc2c(c1)OCO2)c1nnc2ccccn12,6,-1,-12,-4,-2,-1,-6,-2.0,9,8
CCOC(=O)C1(CCc2ccccc2)CCN(C(C)CSC)CC1 (centres undefined),nt,6,6,-3,7,-5,2,-2.4,9,?
O=C1C=C(c2cccc(Cl)c2)C[C@@H](c2ccc3c(c2)OCO3)C1,nt,-4,1,-3,-4,nt,-8,-0.2,8,-2
COc1cccc(/C=N/NC(=O)c2cccc(N3CCCC3=O)c2)c1,-2,8,-1,nt,3,1,0,-0.3,-16,6
COc1ccccc1NC(=O)Nc1ccccc1SC,22,0,2,1,5,0,-7,-0.5,-7,-7
O=C(CC[C@H]1O[C@@H](n2ccc(=O)[nH]c2=O)[C@H](O)[C@@H]1O)N[C@H](Cc1ccccc1)C(=O)NCc1cccs1,nt,-12,8,nt,nt,nt,nt,0.4,-4,-7
COC(=O)C1=C(c2ccc(S(C)(=O)=O)cc2)C[C@@H]2CC[C@H]1N2C(=O)N1CCC(O)CC1,nt,-8,9,3,-6,nt,-3,-0.5,-9,4
CSc1ccc(CNC(=O)C2CCC(=O)N(Cc3cccc(F)c3)C2)cc1 (centres undefined),23,3,-1,-1,0,-2,nt,-1.4,1,-4
COc1cc(C(=O)N2CCC(N3CCCCCC3)CC2)cc(OC)c1OC,nt,1,1,-7,7,2,-4,-0.1,3,1
COCCCn1c(SCC(=O)Nc2sc3c(c2C#N)CCCC3)nnc1-c1ccncc1,22,-5,-16,5,-9,4,-6,0.5,17,1
COc1ccc(CCNC(=O)c2nonc2N)cc1,18,-6,5,-19,9,-4,2,0.3,-9,9
Cc1ccc(NC(=O)CSc2ccc(-c3ccco3)nn2)cc1,-3,-4,0,-3,5,4,-4,-2.2,-36,-13
CSc1ccccc1NC(=O)Cc1ccccc1,47,0,-1,-12,1,4,-1,-0.1,9,2
Cc1cc(C)cc(C(=O)Nc2nnc(SCC(=O)N3CCCc4ccccc43)s2)c1,10,-1,5,-10,-3,-2,-2,-0.2,9,-6
CO/N=C(\c1ccccc1)c1cccnc1,16,-1,2,nt,-1,0,6,0.5,-8,56*
CCCc1cc(=O)[nH]c(SCC(=O)Nc2ccccc2C#N)n1,13,-7,-2,-11,-3,4,4,-0.8,-2,-2
NNC(=O)COc1ccc(C2SCCS2)cc1,28,-3,-3,8,1,4,-15,-0.1,-22,-1
Cc1ccccc1C(=O)NNC(=O)c1ccncc1,-12,4,-2,-6,5,-2,nt,-1.0,0,1
Cc1ccc(Nc2nc(N)c([N+](=O)[O-])c(NCc3ccco3)n2)cc1C,3,-4,-4,-4,-5,4,-24,-2.0,-2,-13
CCCC1(CCC)C(=O)NC(=Nc2ccc(C)cc2)NC1=O,17,nt,2,nt,nt,6,-1,nt,4,nt
# Additional entries
SMILES,DUSP3 inh,Anthrax LF inh2,PrPC TRFRET,PriA SSB inh,MazF activator,3CLpro inhibitor,Rv3671c inh,BoNT A protease,CCHFV vOTU inh,BoNT-F LC inh
CCc1ccc(NC(=O)CCC(=O)Nc2nnc(C(C)C)s2)cc1,10,-5,-3,-33,-9,4,4,1.7,2,9
COCCCN(C(=O)Cn1ncc2c(=O)oc3ccc(C)cc3c21)C(C)c1ccncc1 (centres undefined),35,-5,-6,-2,-12,1,-3,-0.8,-3,-10
Cc1n[nH]c(C)c1CCNC(=O)C1CCC(=O)N(CCc2cccc(F)c2)C1 (centres undefined),-6,-1,-6,-4,-9,1,-15,13,-2,35*
COc1ccc(NC(=O)c2ccc3c(c2)C(=O)N(CC2CCCO2)C3=O)cc1O (centres undefined),27,-4,8,-11,4,-2,-11,0.2,-2,-7
c1ccc(-c2ccccc2OCCOCCN2CCOCC2)cc1,1,11,5,-5,6,-2,-4,-2.4,-1,11
CCNC(=S)NNC(=O)c1csc(C(C)C)c1,27,4,1,2,8,1,-8,0.5,-4,20
CC(C)c1ccc(S(=O)(=O)N2CCN(C(=O)C3CC3C)CC2)cc1 (centres undefined),nt,0,5,-13,15,nt,-1,3.4,21,2
OCCNCc1cccc(Br)c1,8,11,2,-4,5,3,-2,1.4,0,10
COC(=O)C(NC(=O)CCc1nnc2ccc(N3CCCCC3)nn12)C(C)C (centres undefined),-25,-9,5,-11,8,1,-3,-0.9,13,-4
CN1CCC(N(C)S(=O)(=O)c2ccc(NC(=O)COc3ccc(Cl)cc3)cc2)CC1,nt,2,-15,5,10,nt,2,-0.5,-10,-12
COc1ccc(-c2cc(NC(C)=O)c3ncc(-c4cc(OC)c(OC)c(OC)c4)n3c2)cn1,nt,2,1,nt,nt,nt,nt,0.4,12,2
CCOc1cc(C=O)cc(Br)c1OCC(=O)NCCc1ccccc1,6,0,5,-23,-11,2,6,0.3,-3,-3
CCOc1ccccc1NC(=O)c1cccc(NC(=O)c2ccco2)c1,28,-2,8,-4,-1,1,-11,1.4,5,-4
CCc1cccc2c(SC(C)C(=O)NCC3CCCO3)nc(-c3ccccc3)nc12 (centres undefined),-2,1,-2,-21,-5,-1,-12,1.7,-18,12
Cc1ccc2c(c1)c1c(n2C)-c2[nH]ncc2CC1,3,-8,4,22,-1,3,-2,-1.7,-8,-13
Cc1cc(C)c(C)c(OCCCCN(C)Cc2ccccc2)c1,6,-2,-4,-29,7,0,10,2.5,8,1
CC(Sc1ncccn1)C(=O)N1CCc2ccccc21 (centres undefined),nt,-2,2,11,-11,nt,nt,-7.6,-9,-13
Clc1ccc(COc2cccc(CNCc3ccncc3)c2)cc1,26,-4,4,-5,2,-3,0,-0.5,16,-6
O=C(COC(=O)c1cnc(Cl)c(Cl)c1)NC1CCCC1,nt,0,-1,nt,5,nt,nt,-0.6,12,4
O=C(OCC(=O)N1CCC(c2ccccc2)=N1)c1ccc(Cl)s1,nt,nt,-4,-13,2,nt,-3,nt,-1,nt
Cc1ccc(C(=O)Nn2cnnc2)c(Cl)c1,1,9,8,-13,9,-1,4,-5.6,3,?
CCc1ccc(NC(=O)[C@H](C)NC(=O)C2CCN(C(=O)[C@@H](NC(=O)OC(C)(C)C)C(C)C)CC2)cc1,14,8,5,-2,-6,2,-7,2.1,6,22
COc1ccc(OC)c(C(c2nnnn2CCc2ccccc2)N2CCN(c3ccccc3)CC2)c1 (centres undefined),29,-13,18,10,4,0,-12,-1.9,3,-42
CC(C)(C)NC(=O)C1c2ccccc2OCC(=O)N1CCCN1CCOCC1 (centres undefined),nt,2,6,nt,nt,nt,nt,0.1,10,3
CC(C)(C)c1[nH]nc2c1C(c1ccc(OC(=O)c3ccco3)cc1)C(C#N)=C(N)O2 (centres undefined),14,-2,5,6,-2,1,-39,0.9,3,9

# Structural class: the compounds so far with a tert-butyl group (three)
SMILES,DUSP3 inh,Anthrax LF inh2,PrPC TRFRET,PriA SSB inh,MazF activator,3CLpro inhibitor,Rv3671c inh,BoNT A protease,CCHFV vOTU inh,BoNT-F LC inh
CCc1ccc(NC(=O)[C@H](C)NC(=O)C2CCN(C(=O)[C@@H](NC(=O)OC(C)(C)C)C(C)C)CC2)cc1,14,8,5,-2,-6,2,-7,2.1,6,22
CC(C)(C)NC(=O)C1c2ccccc2OCC(=O)N1CCCN1CCOCC1 (centres undefined),nt,2,6,nt,nt,nt,nt,0.1,10,3
CC(C)(C)c1[nH]nc2c1C(c1ccc(OC(=O)c3ccco3)cc1)C(C#N)=C(N)O2 (centres undefined),14,-2,5,6,-2,1,-39,0.9,3,9

# Not all compounds are listed. The share of hits here may be higher or lower than overall.
